# Giardia FBPA inh: blocks Giardia fructose-bisphosphate aldolase activity; A8B2U2; purified Giardia FBPA; Potency, µM (doses to about 59.6 µM), without a hit: at the top dose activity, negative = inhibition, usual class: inhibitors; 0.71% of 290,000 active; AID 2451; note: potency is the fitted concentration of half-maximal effect; nearly all actives have a fitted effect of over 55% in size
# Target sequence (A8B2U2 whole entry, looked up): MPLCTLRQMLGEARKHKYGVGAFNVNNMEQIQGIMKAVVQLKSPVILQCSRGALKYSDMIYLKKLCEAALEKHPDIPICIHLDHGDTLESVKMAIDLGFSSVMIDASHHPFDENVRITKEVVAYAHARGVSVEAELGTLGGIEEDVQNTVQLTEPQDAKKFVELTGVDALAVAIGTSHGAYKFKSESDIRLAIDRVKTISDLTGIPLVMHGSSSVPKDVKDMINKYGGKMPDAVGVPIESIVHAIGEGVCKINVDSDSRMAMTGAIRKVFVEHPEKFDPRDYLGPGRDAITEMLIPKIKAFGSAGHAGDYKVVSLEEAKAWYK
#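 Giardia FBPA (40 nM reagent) was preincubated 10 min at RT with compound (up to 57.5 uM final), then substrate plus GAPDH/TPI/NAD/arsenate coupling system with diaphorase/resazurin was added; resorufin fluorescence (525/598 nm) was read after 20 min.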
# AmpC inh detg: AmpC beta-lactamase inhibition with detergent present; 0.041% of 370,000 active; Potency, µM (highest dose often 114 µM), without a hit: top-dose activity change, negative = inhibition, hits mostly inhibitors; AmpC hydrolysis of nitrocefin, absorbance 480 nm, 0.01% Triton; AID 485294; P00811;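 note: potency is the fitted concentration of half-maximal effect; 0% = no-compound wells and -100% = no-enzyme wells; nearly all actives have a fitted effect of over 25% in size; some results filed as inactive show a strong effect at the top dose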
# Target sequence (P00811 whole entry, looked up): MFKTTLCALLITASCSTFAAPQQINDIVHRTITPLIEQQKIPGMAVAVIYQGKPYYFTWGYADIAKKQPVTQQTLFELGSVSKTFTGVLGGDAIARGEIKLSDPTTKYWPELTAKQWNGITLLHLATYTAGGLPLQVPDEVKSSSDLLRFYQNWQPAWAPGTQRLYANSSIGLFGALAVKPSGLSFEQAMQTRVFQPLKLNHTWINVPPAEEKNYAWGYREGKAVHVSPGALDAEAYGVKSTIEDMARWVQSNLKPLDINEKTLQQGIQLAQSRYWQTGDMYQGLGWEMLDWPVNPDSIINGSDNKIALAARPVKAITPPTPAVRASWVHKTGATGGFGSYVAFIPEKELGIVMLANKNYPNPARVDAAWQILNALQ
#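 AmpC (5.3 nM in the dispensed reagent) in 20 mM phosphate pH 7.0 with 0.01% (detergent screen) or 0.0001% Triton X-100 was preincubated with compounds for 15 min at room temperature. Nitrocefin was then added from an 800 uM solution, and hydrolysis was followed at 480 nm.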
# HCMV inh: inhibitors of human cytomegalovirus; HFF cells, HCMV-luciferase reporter, 72 h; active compounds read low; activity change, negative = inhibition, % at 57.5 µM; 4.5% of 410,000 active; in the data active = activity change below about -60%; inconclusive = no clear call, values can overlap the other calls; inactive = above about -39%
#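 Two-dose cell screen: HFF monolayers treated with compounds and infected with luciferase-expressing HCMV at 1 PFU/cell, 72 h at 37C, then lysed for luciferase measurement.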
# AMA1-RON2 inh: AMA1-RON2 (P. falciparum) interaction inhibition; AlphaScreen AMA1-biotinylated RON2 peptide binding; Potency, µM (doses to about 58.2 µM), for the others: at the top dose activity change, negative = inhibition, most hits filed as inhibitors; 0.2% of 360,000 active;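 note: potency is the fitted concentration of half-maximal effect; 0% = vehicle wells and -100% = peptide control; nearly all actives have a fitted effect of over 45% in size; some results filed as inactive show a strong effect at the top dose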
#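 AMA1 (3D7) with his tag at 25 nM final met compounds first, then biotinylated RON2 peptide at 25 nM; detection used donor plus acceptor beads, 10 µg/mL apiece, read by AlphaScreen after 30 min at room temperature.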
# AmpC no deterg: AmpC beta-lactamase inhibition without detergent | P00811 | AmpC nitrocefin hydrolysis, absorbance 480 nm, 0.0001% Triton | Potency, µM (top dose mostly 57.1 µM), without a hit: at the top dose activity change, negative = inhibition, hits mostly inhibitors | 0.52% of 330,000 active | AID 485341;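 note: potency is the fitted concentration of half-maximal effect; plate controls were no compound for no effect and no enzyme for full effect; nearly all actives have a fitted effect of over 20% in size; some results filed as inactive show a strong effect at the top dose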
#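 AmpC (5.3 nM in the dispensed reagent) in 20 mM phosphate pH 7.0 with 0.01% (detergent screen) or 0.0001% Triton X-100 was preincubated with compounds for 15 min at room temperature. Nitrocefin was then added from an 800 uM solution, and hydrolysis was followed at 480 nm.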
# Sm TGR inh: inhibitors of Schistosoma mansoni thioredoxin glutathione reductase; 3% of 360,000 active; purified TGR, DTNB reduction, TNB absorbance 405 nm; AID 485364; Potency, µM (titrated, usually from 114 µM), without a hit: at the highest dose activity change, negative = inhibition, actives largely listed as inhibitors; note: potency is the fitted concentration of half-maximal effect; nearly all actives have a fitted effect of over 60% in size
#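 TGR 20 nM + NADPH 100 uM (dispensed conc.), cpd preinc 15 min RT; start with NADPH (500 uM addition) then DTNB (15 mM addition). Kinetic TNB absorbance, 405 nm filter. Four-parameter Hill fit across titration.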
# * = called active by the depositor; ? = inconclusive; . = not tested or not shown; & = joins results of further samples; [ ] = dose if it differs, or a comment. Unless noted, calls come from the whole dose curve; as a rule, active = well fitted curve in the direction sought with a large enough effect; inconclusive = small, poorly fitted or top-dose-only effect, or another doubt; inactive = no such curve, though single readings can be large; an effect the other way counts as inactive or inconclusive. Unless noted, % is set by controls: 0 for no effect and ±100 for the full control effect. Compounds were not picked by outcome; about 7.8% have a hit in one of these screens.
SMILES,Sm TGR inh,Giardia FBPA inh,AmpC inh detg,HCMV inh,AMA1-RON2 inh,AmpC no deterg
COc1ccc([N+](=O)[O-])cc1NC(=O)CSCc1cc(C)cc(C)c1,2%,-25%,-14%,-32,-11%,-23%
CC1C(c2ccccc2)=[N+]([O-])C2(CCCCC2)N1O (stereo unspecified),2%,5%,-5%,18,0%,-13%
CCOc1c(Br)cc(/C=C(\C#N)C(=O)NC2CC2)cc1OC,-4%,.,8%,11,7%,2%
CC[n+]1cc(-c2ccccc2)nc(N2CCOCC2)n1,-9%,-14%,-10%,45,-20%,-13%
COc1ccc(-n2nc3cc(C)c(NC(=O)C(C)C)cc3n2)cc1,0%,0%,-10%,.,.,-6%
O=C(Cc1n[nH]c(=O)c2ccccc12)OCC(=O)c1ccc(F)cc1,5%,.,-9%,16,0%,2%
CN(CC(=O)Nc1c(Cl)cccc1Cl)C(=O)CNC(=O)C1CCCCC1,0%,.,14%,18,14%,2%
O=P(c1ccccc1)(c1ccccc1)c1cc(S(=O)(=O)O)ccc1O,31%,-26%,3%,-2,-3%,-22%
O=C(COc1ccc(S(=O)(=O)N2CCCCC2)cc1)NCc1ccccn1,8%,5%,-3%,-34,-8%,-1%
Cc1ccc2[nH]c(=O)c(C(c3nnnn3C3CCCC3)N3CCCc4ccccc43)cc2c1 (stereo unspecified),4%,?,-1%,133,-9%,-49%
CCCn1c(N)c(N(CCOC)C(=O)c2ccc(C#N)cc2)c(=O)[nH]c1=O,6%,13%,-1%,33,4%,-17%
COC(=O)c1ccc(/C=C/C(=O)O)cc1,5%,6%,1%,-29,-5%,-12%
COc1ccc(S(=O)(=O)N2CCc3ccccc32)cc1C(=O)NC1(C)CCS(=O)(=O)C1 (stereo unspecified),0%,.,-5%,0,54%[activator],106%[activator]
COc1ccc(/C=N/NC(=O)CCCOc2ccc(Cl)cc2Cl)cc1,4%,1%,-14%,43,53%[activator],-17%
CCc1c(C)nc(SCc2cccnc2)[nH]c1=O,-7%,?,-12%,.,-6%,-13%
O=c1sc2ccccc2n1Cc1ccccc1,.,8%,-4%,2,-16%,-26%
C=CCn1c(=O)c2c(nc3n2CCS3)n(C)c1=O,-1%,14%,2%,-5,-1%,1%
COc1cccc(CN(C)C(=O)c2ccccc2SCC(=O)N2CCCC2)c1,2%,.,?,-32,-5%,3%
CCOC(=O)CN1C(=O)C(O)(CC(=O)c2ccccn2)c2ccccc21 (stereo unspecified),-48%,-5%,?,12,12%,-6%
CCOC(=O)N1CCC(N2C(=O)c3ccc(C(=O)NCCOC)cc3C2=O)CC1,9%,-7%,-8%,14,15%,43%
Nc1[nH]n2c(=O)c3c(nc2c1N=Nc1ccc(Cl)cc1)CCCC3,-1%,-11%,4%,-95*,3%,-27%
CCOc1ccc(C2C(C(=O)Nc3ccccc3OC)=C(C)Nc3c(C(=O)Nc4cccc(C)c4)cnn32)cc1 (stereo unspecified),11%,.,-8%,-16,.,.
O=C(CCN1CCOCC1)N1c2ccccc2Sc2ccc(Cl)cc21,-13%,-7%,0%,-27,-1%,100%[activator]
C=CCNC(=O)C(=O)NCC(c1ccc2c(c1)OCO2)N1CCN(c2ccc(F)cc2)CC1 (stereo unspecified),1%,0%,?,20,-3%,58%
C/C(=C\c1ccc(F)cc1)C(=O)c1c(C)cc(C)[nH]c1=O,2%,6%,1%,-11,7%,0%
CC(=O)c1ccc(N2CCN(c3ncccn3)CC2)cc1,-4%,10%,-2%,42,2%,-1%
NNC(=O)CNC(c1ccccc1)c1cc(Cl)ccc1NC(=O)c1ccccc1 (stereo unspecified),9%,3%,0%,?,58%[activator],-15%
Cc1ccc(-c2cccc(C(=O)NCc3ccccc3)n2)c2ccccc12,-1%,4%,3%,27,7%,10%
Cc1ccccc1Cn1ccc(NC(=O)c2nn(C)cc2[N+](=O)[O-])n1,1%,-1%,?,?,-21%,-16%
Cc1cc(C)n(-c2ccccc2C#N)n1,1%,-10%,13%,-15,0%,-22%
Cc1ccc(C)c(NC(=O)c2cc3c([nH]c4ccccc43)c(C)n2)c1,5%,0%,?,8,10%,-29%
Cn1c(=NC(=O)COc2ccccc2)sc2ccccc21,0%,0%,2%,25,-5%,-14%
CCOC(=O)c1ccc(NC(=O)CSc2nc(=O)n(CCN3CCOCC3)c3c2CCC3)cc1,4%,.,8%,-16,-10%,315%[activator]
O=c1c2ccccc2nnn1COc1ccc(Cl)cc1Br,0%,-3%,5%,-28,-4%,-22%
CCOC(=O)N1CCC(NC(=O)C2CCN(S(=O)(=O)c3cccs3)CC2)CC1,10%,7%,-11%,12,0%,-1%
CCOCCCNC(=O)C(NC(=O)c1ccc2c(c1)OCO2)c1ccc(Cl)cc1 (stereo unspecified),-4%,6%,-4%,21,2%,18%
COc1ccc2c(C)c(CC(=O)NCc3ccccc3Cl)c(=O)oc2c1OC,1%,.,-7%,-7,.,.
Cc1ccc(S(=O)(=O)NC(CC(=O)NCC2CCCO2)c2ccco2)cc1 (stereo unspecified),-1%,4%,-1%,64,5%,-9%
O=C(Cn1ncc2c3ccccc3n(Cc3ccccc3)c2c1=O)NCc1ccccc1,6%,.,17%,2,.,.
CCOC(=O)c1c(C)n(C)c2ccc(OC(=O)c3ccco3)cc12,-26%,-2%,6%,?,-6%,-15%
COc1ccc(-c2cc(C(C)=O)c(C)n2CCC(=O)Nc2ccc(C(F)(F)F)cc2)cc1,4%,.,-4%,0,.,.
Cc1cccc(-c2n[nH]c(S(C)(=O)=O)c2C#N)c1,-7%,2%,5%,1,-2%,-20%
CCCC(=O)n1nc(-c2ccc(Cl)cc2)nc1SC,0%,-5%,1%,24,5%,-29%
O=C(CCS(=O)(=O)c1nc(-c2cccs2)cc(C(F)(F)F)n1)Nc1cccc(O)c1,32µM*,.,7%,-99*,.,.
O=[N+]([O-])c1ccccc1/C=N/NC1=NCCCCC1,4%,-8%,5%,-7,-5%,-21%
COc1ccc(-c2cc(C(=O)Nc3ccc(OC)cc3OC)no2)cc1,-2%,1%,-15%,54,19%,-15%
CS(=O)(=O)N1CCC(Oc2cccc(C(=O)NCCCOc3cccnc3)c2)CC1,-23%,.,0%,6,8%,34%
COc1ccccc1CNC(=O)c1ccc(-c2nc(CN3CCc4ccccc43)c(C)o2)cc1,0%,.,19%,-35,.,.

# Entries of single compounds, looked up by structure.
# Results for Cc1ccc(C)c(NC(=O)c2cc3c([nH]c4ccccc43)c(C)n2)c1 : Sm TGR inh = 5%; Giardia FBPA inh = 0%; AmpC inh detg = ?; HCMV inh = 8; AMA1-RON2 inh = 10%; AmpC no deterg = -29%
# Results for COc1ccccc1CNC(=O)c1ccc(-c2nc(CN3CCc4ccccc43)c(C)o2)cc1 : Sm TGR inh = 0%; Giardia FBPA inh = .; AmpC inh detg = 19%; HCMV inh = -35; AMA1-RON2 inh = .; AmpC no deterg = .
# Results for CC[n+]1cc(-c2ccccc2)nc(N2CCOCC2)n1 : Sm TGR inh = -9%; Giardia FBPA inh = -14%; AmpC inh detg = -10%; HCMV inh = 45; AMA1-RON2 inh = -20%; AmpC no deterg = -13%

# Following part.
SMILES,Sm TGR inh,Giardia FBPA inh,AmpC inh detg,HCMV inh,AMA1-RON2 inh,AmpC no deterg
CCOc1cccc(-c2cc(C(=O)Nc3ccon3)c3ccccc3n2)c1,-5%,-8%,-2%,-22,-4%,18µM*
COc1ccc(S(=O)(=O)N2CCOCC2)cc1NC(=O)CSc1nnc2ccccn12,3%,2%,?,.,.,-25%
CC(=O)c1cn(CC(=O)Nc2ccccc2C)c2ccccc12,6%,.,-11%,-68*,3%,8%
O=C(CSc1nnc(SCc2ccc(Cl)cc2)s1)N/N=C/c1c(Cl)cccc1Cl,-6%,3%,-13%,-28,25%,-25%
COc1cc2c(cc1NC(=O)Nc1ccc(F)cc1)oc1ccccc12,-8%,0%,?,-66*,0%,14µM*
O=c1oc2ccccc2c(O)c1Cc1cc(Cl)c2cccnc2c1O,18%,10µM*,1%,73,85%[activator],-19%
CC(C)(CNC(=O)CC1C(=O)NCCN1Cc1cccc(F)c1)N1CCOCC1 (stereo unspecified),-20%,.,0%,0,38%[activator],-1%
Cc1ccc(C)c(NC(=O)c2ccc3c(c2)CCN3S(C)(=O)=O)c1,3%,.,-9%,-18&-7,-9%,.
CC(=O)c1ccc(N(C(=O)CS(=O)CC(=O)Nc2ccc(F)cc2)C(C(=O)NC2CCCCC2)c2cccs2)cc1 (stereo unspecified),-12%,2%,?,-39,-3%,34%
COc1ccc(C2c3[nH]c4ccccc4c3C[C@H]3C(=O)N(c4ccccc4C(=O)N4CCC(C(=O)O)CC4)C(=O)N23)cc1 (stereo partly specified),-14%,8%,-13%,-11,7%,-19%
CCOC(=O)c1snc(-c2ccc(F)cc2)c1N,-27%,-1%,-2%,40,1%,0%
CC(=O)Oc1ccc(Cn2cnc3cc4ccccc4cc32)cc1,2%,-12%,0%,47,33%[activator],0%
Cc1ccc(NC(=O)Cn2cc(S(=O)(=O)N3CCN(c4ccccc4F)CC3)c3ccccc3c2=O)cc1F,-2%,.,9%,14,.,.
N#CCSc1ccccc1NC(=O)CN1C(=O)C2CC=CCC2C1=O (stereo unspecified),5%,.,-17%,-8,-6%,-17%
CC1CCN(C(=O)c2ccccc2NC(=O)Cc2ccccc2)CC1,1%,.,-5%,-9,7%,0%
O=C(/C=C/c1ccc(F)cc1)NC(=S)N1CCOCC1,4%,-1%,-4%,16,25%,-5%
CC(C(=O)Nc1cccc([N+](=O)[O-])c1)N1CCN(C/C=C/c2ccccc2)CC1 (stereo unspecified),1%,0%,?,-10,-16%,145%[activator]
CN(Cc1ccccc1)C(=O)C1CCN(S(=O)(=O)c2ccc3nc4c(c(C(=O)O)c3c2)CCCC4)CC1,?,-6%,-13%&-7%,8&9,37%[activator],9%
COCCNC(=O)c1nn(-c2ccc(C)cc2)c(=O)n(C)c1=O,3%,.,-10%,9,.,.
O=C(NC1CCCCC1)c1ccc(CS(=O)(=O)Cc2ccccc2F)o1,?,8%,-9%,-20,-6%,-8%
O=C1N=NC(=O)N1c1ccccc1,-19%,?,?,-4,-6%,-13%
COc1ccc(NS(=O)(=O)c2ccc3c(c2)CCCN3C(=O)C2CCC2)cc1OC,-3%,.,1%,-27,.,.
CCS(=O)(=O)NCc1nnc2n1-c1ccc(Cl)cc1C(c1ccccc1)=NC2,5%,6%,?,-10,3%,-7%
Oc1ccc(-c2nccc(-c3ccc(Br)cc3)n2)cc1,-33%,3%,3%,105,-6%,-19%

# Screening data deposited in PubChem BioAssay by National Center for Advancing Translational Sciences (NCATS).
